Compound activity deposited in PubChem BioAssay by The Scripps Research Institute Molecular Screening Center.
CHRM1 agonist: activates human CHRM1 receptor; CHO-K1 hM1, Fluo-8 calcium fluorescence, agonist mode; 0% DMSO, 100% acetylcholine EC100; AID 588814; activation, % at 3 µM; hit rate 0.33% among 360,000;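 active = activation above the run's mean compound activation plus 3 SD, cut at about 16% in these data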;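 note: peak over basal fluorescence ratio within a 140 s kinetic read after compound addition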
Target sequence (P11229 whole entry, looked up): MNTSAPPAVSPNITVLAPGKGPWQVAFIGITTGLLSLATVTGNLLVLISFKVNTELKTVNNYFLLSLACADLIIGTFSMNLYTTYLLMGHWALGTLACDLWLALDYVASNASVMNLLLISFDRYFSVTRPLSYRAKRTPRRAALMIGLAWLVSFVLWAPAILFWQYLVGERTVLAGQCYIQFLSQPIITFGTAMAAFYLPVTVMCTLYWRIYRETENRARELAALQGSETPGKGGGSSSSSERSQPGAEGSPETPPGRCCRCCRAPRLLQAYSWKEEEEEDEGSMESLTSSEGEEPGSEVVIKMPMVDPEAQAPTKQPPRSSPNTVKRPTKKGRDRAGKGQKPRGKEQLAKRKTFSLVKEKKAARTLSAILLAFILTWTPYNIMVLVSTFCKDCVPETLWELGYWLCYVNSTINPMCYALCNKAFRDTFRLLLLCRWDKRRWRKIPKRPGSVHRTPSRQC
M1 antag: blocks human M1 muscarinic receptor; inhibition, % at 3 µM; P11229; hit rate 1.3% among 360,000; CHO-K1 hM1, Fluo-8 calcium fluorescence, ACh EC80 antagonist;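 active = percent inhibition above its own plate's cutoff, namely the mean of that plate's compound wells plus 3 SD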;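 note: peak over basal fluorescence ratio during 140 s after agonist addition; 0% = ACh EC80 plus DMSO and 100% = DMSO alone without agonist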
M4 ag: CHRM4 agonism in calcium assay. CHO-K1 hM4/Gqi5, Fluo-8 calcium fluorescence; vehicle 0%, full acetylcholine response 100%. activation, % at 3 µM. hit rate 0.14% among 360,000;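 active = activation above the run mean over all test wells plus 3 SD, cut at about 32% in these data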;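 note: peak over basal fluorescence ratio per well then scaled between controls; 0% = DMSO wells and 100% = acetylcholine at EC100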
CHRM5 PAM: positive allosteric modulators of human muscarinic M5 receptor; AID 624038; activation, % at 3 µM; P08912; CHO-K1 hM5, Fluo-8 calcium, ACh EC20 PAM; 0% = ACh EC20, 100% = ACh EC100; hit rate 0.3% among 360,000;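 active = activation above the run cutoff, the mean activation of all test compounds plus 3 SD, cut at about 18% in these data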
Target sequence (P08912 whole entry, looked up): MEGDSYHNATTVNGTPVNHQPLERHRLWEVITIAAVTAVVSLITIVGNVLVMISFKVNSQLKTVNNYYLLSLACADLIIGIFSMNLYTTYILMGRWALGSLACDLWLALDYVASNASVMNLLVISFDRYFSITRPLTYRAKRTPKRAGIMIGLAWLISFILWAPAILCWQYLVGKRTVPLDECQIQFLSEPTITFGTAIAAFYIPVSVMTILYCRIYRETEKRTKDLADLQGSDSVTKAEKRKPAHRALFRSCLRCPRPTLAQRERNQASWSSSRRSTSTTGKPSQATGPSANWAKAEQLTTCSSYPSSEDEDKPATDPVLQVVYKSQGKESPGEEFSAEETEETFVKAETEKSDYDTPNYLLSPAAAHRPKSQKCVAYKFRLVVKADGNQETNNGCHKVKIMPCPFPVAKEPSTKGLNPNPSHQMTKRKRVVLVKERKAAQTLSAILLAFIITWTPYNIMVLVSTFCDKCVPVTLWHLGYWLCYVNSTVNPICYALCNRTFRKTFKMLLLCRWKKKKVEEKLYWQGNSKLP
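System: CHO-K1 cell line with stable human muscarinic M5 receptor expression | Also added: EC20 acetylcholine as agonist stimulus | Compound: One concentration, 3 µM final (nominal) | Timing: Fluo-8 loading 80 min at 37 °C plus 30 min room temperature | Measured by: Fluo-8 calcium dye fluorescence, kinetic read | Read-out basis: % activation, ACh-normalized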
TAAR1 agonist: agonists of human TAAR1; CHO RD-HGA16 TAAR1, Fluo-8 calcium fluorescence; vehicle wells 0%, saturating PEA agonist 100%; activation, % at 3 µM; hit rate 0.99% among 360,000; AID 624467;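 active = activation above the mean activation of all test compounds in the run plus 3 SD, cut at about 38% in these data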
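Benchmarks: low control DMSO, high control PEA (EC100); System: CHO RD-HGA16 cells carrying human TAAR1 plus Gα16; Detection: Fluo-8 fluorescence, 5 s baseline then 140 s kinetic read; Schedule: 17-24 h plating, Fluo-8 75 min 37 °C, 30 min RT; Read-out basis: % activation from peak over basal fluorescence ratio, DMSO-to-PEA scaled.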
M4 antag: antagonists of human muscarinic M4 receptor (CHRM4). P08173. CHO-hM4 cells, ACh EC80, Fluo-8 calcium fluorescence. hit rate 0.73% among 360,000. inhibition, % at 3 µM;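 active = inhibition above its plate's cutoff, the mean inhibition of sample wells plus 3 SD, cut at about 27% in these data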;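 note: 0% = acetylcholine EC80 with DMSO and 100% = DMSO without agonist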
M1 PAM: potentiates human M1 receptor response to acetylcholine | P11229 | CHO-K1 hM1, Fluo-8 calcium fluorescence, ACh EC20; 0% = ACh EC20, 100% = maximal ACh | activation, % at 3 µM | hit rate 0.088% among 360,000 | AID 588819; in the data active = activation above about 19%, passing the limit was not always enough
CHRM5 agonist: agonists of human muscarinic M5 receptor (CHRM5) | hit rate 0.19% among 360,000 | P08912 | activation, % at 3 µM | CHO-K1 hM5 cells, Fluo-8 calcium fluorescence; 0% DMSO wells, 100% maximal acetylcholine response;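 active = activation above the run's mean over test compounds plus 3 SD, cut at about 23% in these data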;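 note: signal is peak over basal fluorescence ratio across the kinetic read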
M5 antag: blocks acetylcholine activation of human M5 receptor; hit rate 0.59% among 360,000; P08912; AID 624040; CHO-hM5 cells, Fluo-8 calcium fluorescence, ACh EC80; inhibition, % at 3 µM;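 active = inhibition above a per-plate cutoff, the mean of that plate's test compounds plus 3 SD, cut at about 27% in these data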;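 note: 0% = acetylcholine EC80 with DMSO and 100% = DMSO without agonist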
* marks the source's active call; other numbers are inactive results; nt = not tested or not shown. Not all compounds are listed (hit frequency here may not be typical).

SMILES	CHRM1 agonist	M1 antag	M4 ag	CHRM5 PAM	TAAR1 agonist	M4 antag	M1 PAM	CHRM5 agonist	M5 antag
Cc1ccc(NC(=O)O/N=C/c2c(C)nn(C(C)(C)C)c2C)cc1Cl	-3	-10	0	-2	-1	0	8	-1	13
O=C(O)CCn1c2ccccc2c2nc3ccccc3nc21	-1	-20	2	-1	7	-6	14	0	0
CCn1cc(C(C)(C)C)c(C#N)c1NC(C)=O	-4	-6	1	0	2	8	7	-2	4
OC(c1ccc(F)c(F)c1)c1ncc(-c2cccc(C(F)(F)F)c2)[nH]1 (stereo unspecified)	-1	-3	11	-2	8	2	-2	1	8
Cc1ccc2cc(CCl)c(Cl)nc2c1	-2	-16	1	6	-1	3	10	3	9
O=C(NC1CCS(=O)(=O)C1)/C(=C/c1ccc(Cl)cc1)NC(=O)c1ccccc1 (stereo unspecified)	-4	-6	1	-2	0	1	4	0	-2
CCc1nnc(NC(=O)CSc2nnc(Cc3cccn3C)n2CCOC)s1	-3	-10	0	-8	0	6	2	7	-2
O=C(Cn1c(-c2cncs2)nc2ccccc21)NC1CCCC1	-3	-1	1	-6	1	6	2	-7	4
COc1ccccc1C(=O)Nc1sc(C(=O)N2CCCC2)c(C)c1C#N	-8	-11	1	4	1	-5	13	-1	11
COc1ccc(C(=O)Oc2ccc(/C=N/Nc3ccc(Cl)c(C(=O)O)c3)cc2OC)cc1	-14	6	1	3	7	-15	8	-7	0
CCCOc1ccc(C(=O)Nc2ccc(S(=O)(=O)NC3=NCCCCC3)cc2)cc1	-3	1	7	2	12	-12	-1	1	-6
O=C(NNC(=S)NC1CC2CCC1C2)c1ccc(Cl)cc1 (stereo unspecified)	0	-5	4	2	6	-6	8	7	8
CCOc1ccc(-c2cncc3nccn23)cc1	-4	1	-1	-4	-1	10	-3	-1	7
CCCc1ccc2oc(C(=O)N3CCNC(=O)C3CC(=O)OC)c(C)c2c1 (stereo unspecified)	-5	-5	3	9	1	2	6	-3	-3
S=c1nc(-c2sccc2OCc2ccc(Cl)cc2Cl)[nH][nH]1	-14	-3	-1	-6	6	2	-1	-7	-1
CC1CN(/C=C/C=O)C(C)CC1OC(=O)c1ccccc1 (stereo unspecified)	-5	9	16	-14	5	0	-7	1	13
Nc1cc(C(=O)N2CCCC2)cc(C(=O)N2CCCC2)c1	-4	-6	0	-2	2	-3	-1	2	3
COc1cccc2c1cc1c(=O)n(CC(=O)N3CCC(C)CC3)nc(C)n12	-4	-3	1	15	-1	-1	7	2	-26
CCCOc1ncnc2c1sc1nc3c(cc12)COC(C)(C)C3	-4	4	3	2	4	-23	5	-6	0
O=C1c2c([N+](=O)[O-])cc([N+](=O)[O-])cc2S(=O)N1Cc1ccccc1 (stereo unspecified)	-5	-2	0	8	15	-2	3	1	2
O=C(Nc1nccs1)c1cccc(N2C(=O)C3C4C=CC(C4)C3C2=O)c1 (stereo unspecified)	-1	2	5	-5	2	-10	3	3	-3
COc1ccccc1OCCNC(=O)CNC(=O)c1ccc(Cl)c(Cl)c1	0	-18	2	6	2	-9	6	3	-11
COc1cc(OC)cc(C(=O)N[C@H](C(=O)Nc2ccc(F)cc2F)C(C)C)c1	-10	21	0	1	-1	14	-21	-6	8
Cn1c(Cc2csc(N)n2)nnc1SCC(=O)NCc1ccccc1	-7	5	1	-2	12	-4	-3	1	2
COC(=O)c1cc(NC(=O)CN2C(=O)CSC2=O)ccc1Cl	-2	-14	2	-2	70*	1	9	-1	-1

(next part)
SMILES	CHRM1 agonist	M1 antag	M4 ag	CHRM5 PAM	TAAR1 agonist	M4 antag	M1 PAM	CHRM5 agonist	M5 antag
CCOC(=O)C(=O)N(Nc1ccc(C)cc1)c1ccc(C)cc1	-6	4	-1	-3	1	-3	-2	-9	8
O=c1nc(NO)ccn1C1CCCO1 (stereo unspecified)	-3	-10	0	-1	1	3	2	4	1
Cn1ccc2c(N3CCOCC3)cc3c(c21)C1CCC3O1 (stereo unspecified)	-4	1	1	-3	6	-6	-2	3	-1
Cc1nc2ccc(C(=O)OCC(=O)N(C)c3ccccc3)cc2nc1C	-4	0	2	-2	4	-4	2	1	-1
Cc1ccc(S(=O)(=O)n2c(=O)oc3ccccc32)cc1	0	-10	4	-3	1	-6	2	2	0
Cc1cc(Br)cc(C)c1OCCCCN(C)C	-8	-6	5	-8	13	-8	3	-7	6
COc1ccc(Br)cc1CN1CCN(C(=O)c2cccc(OC)c2OC)CC1	-7	-5	0	2	0	-15	8	1	-12
CN1CCC(=NNC(=O)C(=O)Nc2ccccc2)CC1	0	-4	2	-2	3	7	2	3	-7
CCn1c(C)cc(C(=O)CSc2nnc(C3CC3)n2C2CC2)c1C	-6	-8	1	1	13	1	5	1	-6
CCOc1cc(/C=N/NC(=O)c2cccnc2)ccc1OCC(N)=O	-4	-10	-1	-1	-1	6	7	-3	13
O=C(NCc1ccco1)C1(S(=O)(=O)c2ccc(Cl)cc2)CC1	-6	-8	-1	0	7	11	11	-1	-8
Cc1ccc(C(=O)c2cc([N+](=O)[O-])ccc2N2CCOCC2)cc1	-8	10	0	4	0	-5	-3	-5	-6
C=C1N(c2cccc(Cl)c2)C(=O)OC1(C)C	-12	0	1	0	2	3	10	-5	-2
CS(=O)(=O)N(CCc1ccccc1)CC(=O)NCc1ccc2c(c1)OCO2	-2	-3	4	-4	13	0	4	2	2
O=C(O)CC(NC(=O)c1ccccc1NC(=O)c1ccccc1)C(=O)O (stereo unspecified)	0	-12	0	2	5	2	16	1	8
COc1ccc(Br)c(Cn2c(C)c(C(=O)N(C)Cc3ccc(F)cc3)sc2=O)c1	-5	-6	6	-8	1	-7	2	2	3
O=C(Nc1ccn(CCCNCCCN2CCCC2=O)c(=O)n1)OCc1ccccc1	-7	-4	1	4	3	-15	9	-1	-6
COc1cccc(C(=O)NCC[N+](C)(C)C)c1	nt	nt	0	-4	1	5	nt	-2	6
CCc1nnc2n1N=C(c1cccc([N+](=O)[O-])c1)CS2	1	-16	0	-1	0	-8	18	-3	5
O=C(CC1Oc2ccccc2NC1=O)NCCc1ccccc1 (stereo unspecified)	-5	-5	2	-1	66*	-5	2	-2	-2
Cn1cc(CCC(=O)N2CCCC(Nc3ccc(F)cc3)C2)cn1 (stereo unspecified)	0	-13	0	3	2	1	9	-5	-9
CC(C)NC(=S)N/N=C/c1cc(Br)ccc1O	-3	3	8	-5	14	-1	-3	2	5
O=C(NCCc1ccccc1)c1cccc(Br)c1	-2	-18	1	3	0	-1	11	-4	10
CC1(CCC(=O)O)C(=O)CCC2C1CCC1(C)C2CCC1(C)O (stereo unspecified)	4	-18	-1	1	1	-4	10	1	3
C[C@@H]1CN([C@@H](C)CO)C(=O)c2cc(-c3cccnc3)cnc2O[C@H]1CN(C)C(=O)c1cccc(F)c1	-2	-8	1	3	3	-10	3	1	2

The list goes on; it opens with the three that closed the last part.
SMILES	CHRM1 agonist	M1 antag	M4 ag	CHRM5 PAM	TAAR1 agonist	M4 antag	M1 PAM	CHRM5 agonist	M5 antag
O=C(NCCc1ccccc1)c1cccc(Br)c1	-2	-18	1	3	0	-1	11	-4	10
CC1(CCC(=O)O)C(=O)CCC2C1CCC1(C)C2CCC1(C)O (stereo unspecified)	4	-18	-1	1	1	-4	10	1	3
C[C@@H]1CN([C@@H](C)CO)C(=O)c2cc(-c3cccnc3)cnc2O[C@H]1CN(C)C(=O)c1cccc(F)c1	-2	-8	1	3	3	-10	3	1	2
Cc1ccc(C(=O)Nc2cc3c(cc2N2CCCCC2)n(C)c(=O)n3C)cc1	-4	-5	0	0	nt	1	5	-3	0
CCOC(=O)C1CCN(C(=O)C2CCN(S(=O)(=O)c3c(C)noc3C)CC2)CC1	-5	-7	1	-10	4	-3	-1	-3	-8
CC(C)(C)CNC(=O)c1cccc2c1C(=O)c1ccc(N3CCCC3)cc1S2(=O)=O	3	24	39*	-22	26	13	-20	22	12
Cc1nnc(SCC(=O)Nc2ccc3c(c2)OCCO3)n1N	-1	-10	0	0	2	6	8	-1	-3
O=C(CN1CCC(n2nnc3cc(F)ccc32)CC1)NC1CCCCC1	2	-6	1	0	1	-4	8	-3	-6
CCOc1ccccc1C(=O)N1CCC(C(=O)c2ccc(F)cc2)CC1	-2	1	4	-5	12	7	0	2	6
CCN(Cc1ccccc1)C(=O)c1ccc(C(=O)N(CC)Cc2ccccc2)cc1	-4	4	5	-9	14	9	-4	-3	28*
COc1ccc(Cl)cc1NC(=O)CCCNC(=O)c1ccc(Cl)cc1	-6	2	1	-6	-1	5	0	-3	13
CC(C)(C)NC(=O)CSc1ncnc2c1nnn2Cc1ccccc1Cl	-4	3	3	-7	10	-4	-1	-5	0
COc1ccc(-c2noc(CN(C(=O)c3ccoc3C)C(C)C)n2)cc1	-11	-8	2	-1	-2	-2	2	-6	10

Entries of single compounds as entered above. Screens in order: CHRM1 agonist, M1 antag, M4 ag, CHRM5 PAM, TAAR1 agonist, M4 antag, M1 PAM, CHRM5 agonist, M5 antag
CCOc1ccccc1C(=O)N1CCC(C(=O)c2ccc(F)cc2)CC1 as listed: -2, 1, 4, -5, 12, 7, 0, 2, 6
COc1ccc(-c2noc(CN(C(=O)c3ccoc3C)C(C)C)n2)cc1 as listed: -11, -8, 2, -1, -2, -2, 2, -6, 10
